Compound activity deposited in PubChem BioAssay by The Scripps Research Institute Molecular Screening Center.
PP5 primary: PP5 (human) phosphatase inhibition | P53041 | purified PP5c, OMFP substrate fluorescence | inhibition, % at 6.7 µM | hit rate 0.18% among 320,000;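 active = inhibition above the campaign's mean inhibition across all tested compounds plus 3 SD, cut at about 9.5% in these data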;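 note: 0% = DMSO only and 100% = 100 µM cantharidin control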
procasp3 activ: activators of human procaspase-3; P42574; recombinant procaspase-3 D3A, Ac-DEVD-pNA absorbance 405 nm; activation, % at 8.5 µM; hit rate 0.11% among 330,000; AID 463141;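 active = activation above the mean of all tested compounds plus 3 SD, cut at about 21% in these data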;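 note: 0% = DMSO alone and 100% = DMSO wells spiked with extra 5 µM PC-3 D3A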
Target sequence (P42574 whole entry D9A/D28A/D175A): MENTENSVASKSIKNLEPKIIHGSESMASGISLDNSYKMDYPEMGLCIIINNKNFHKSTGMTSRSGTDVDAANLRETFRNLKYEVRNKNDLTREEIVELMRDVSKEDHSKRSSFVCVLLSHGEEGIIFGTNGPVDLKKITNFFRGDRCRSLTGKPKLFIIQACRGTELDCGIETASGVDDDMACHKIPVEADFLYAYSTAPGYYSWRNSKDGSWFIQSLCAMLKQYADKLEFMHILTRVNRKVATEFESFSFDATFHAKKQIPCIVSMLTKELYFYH
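Assay system: Autoprocessing-dead procaspase-3 D3A mutant enzyme; also added: Ac-DEVD-pNA; doses: one concentration, 8.5 µM nominal, 0.8% DMSO; times: 1 h compound preincubation, 2 h substrate hydrolysis at 25 °C; technique: 405 nm absorbance of p-nitroaniline, reads at 0 and 120 min; measure: % activation between DMSO and enzyme-spiked controls; repeats: single replicate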
TPT1 inhibitor: inhibitors of Candida albicans tRNA 2'-phosphotransferase TPT1; hit rate 0.81% among 300,000; recombinant caTPT1, FP RNA substrate dephosphorylation; inhibition, % at 5 µM;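 active = inhibition above the mean of all tested compounds plus 3 SD, set per screening campaign, cut at about 24% in these data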;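 note: plate controls were DMSO alone for no effect and ferristatin control at 100 nM for full effect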
proCasp7 act: activates human procaspase-7, counter-screen for procaspase-3 activators; P55210; recombinant procaspase-7, Ac-DEVD-pNA absorbance 405 nm; D23A/D198A/D206A triple mutant, cannot self-cleave; scale: DMSO 0, 5 µM enzyme 100; activation, % at 8.5 µM; hit rate 0.093% among 330,000; AID 463210;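 active = percent activation above the screen-wide mean plus 3 SD, cut at about 25% in these data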
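Material: Procaspase-7 triple mutant (PC-7 D3A) | Quantity: 2 µM procaspase-7 mutant as dispensed | Reagent: DEVD-pNA substrate | Times: 1 h preincubation, 2 h reaction | Technique: 405 nm absorbance of p-nitroaniline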
CTSL1 counter: cathepsin L1 inhibition, PFM18AAP counter-screen | recombinant F. hepatica cathepsin L1, Z-Leu-Arg-MCA fluorescence | inhibition, % at 5.96 µM | hit rate 0.49% among 300,000;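 active = inhibition above the mean of all tested compounds plus 3 SD, set per screening campaign, cut at about 17% in these data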;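 note: 0% = plate median of test compound wells and 100% = 1 µM Z-Phe-Ala-diazomethylketone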
HCV core dimer: HCV core protein dimerization inhibition. TR-FRET GST/Flag-core106 dimerization, 1536-well. inhibition, % at 5 µM. hit rate 0.33% among 300,000;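 active = inhibition above the mean of all tested compounds plus 3 SD, set per screening campaign, cut at about 45% in these data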
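System: GST/Flag-tagged HCV core106 proteins. Incubation: compound-protein-antibody incubation 4 h at 22.5 °C. Technique: HTRF with 340 nm excitation, 617/671 nm emission. Medium: KF-containing HEPES buffer, pH 7.45, DTT, CHAPS, BSA. Read-out: inhibition (%) from 671 over 617 nm ratio. Also added: Eu(K)-anti-GST 90 ng/mL plus XL665-anti-Flag 1 µg/mL.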
PP1 inh: PP1-alpha (human) inhibition in PP5 counter-screen; inhibition, % at 6.7 µM; P62136; hit rate 0.9% among 320,000; purified PP1alpha, OMFP fluorescence;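 active = inhibition above the mean inhibition of all tested compounds plus 3 SD, computed separately for each screening campaign, cut at about 15% in these data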
PAFAH2 FP inh: PAFAH2 (human) inhibition; Q99487; recombinant PAFAH2, FP-rhodamine activity probe, fluorescence polarization; inhibition, % at 3.39 µM; hit rate 0.99% among 340,000;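 active = inhibition above the mean over all tested compounds plus 3 SD, cut at about 30% in these data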;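 note: inhibitors block probe labeling of enzyme so polarization drops; 0% = enzyme with DMSO and 100% = wells lacking PAFAH2 protein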
AHR act: human AHR activation; P35869; AHR-responsive luciferase reporter cells, luminescence; activation, % at 5 µM; hit rate 2.5% among 320,000; in the data active = activation above about 47%;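 note: 0% = vehicle wells and 100% = reference agonist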
Target sequence (P35869 whole entry, looked up): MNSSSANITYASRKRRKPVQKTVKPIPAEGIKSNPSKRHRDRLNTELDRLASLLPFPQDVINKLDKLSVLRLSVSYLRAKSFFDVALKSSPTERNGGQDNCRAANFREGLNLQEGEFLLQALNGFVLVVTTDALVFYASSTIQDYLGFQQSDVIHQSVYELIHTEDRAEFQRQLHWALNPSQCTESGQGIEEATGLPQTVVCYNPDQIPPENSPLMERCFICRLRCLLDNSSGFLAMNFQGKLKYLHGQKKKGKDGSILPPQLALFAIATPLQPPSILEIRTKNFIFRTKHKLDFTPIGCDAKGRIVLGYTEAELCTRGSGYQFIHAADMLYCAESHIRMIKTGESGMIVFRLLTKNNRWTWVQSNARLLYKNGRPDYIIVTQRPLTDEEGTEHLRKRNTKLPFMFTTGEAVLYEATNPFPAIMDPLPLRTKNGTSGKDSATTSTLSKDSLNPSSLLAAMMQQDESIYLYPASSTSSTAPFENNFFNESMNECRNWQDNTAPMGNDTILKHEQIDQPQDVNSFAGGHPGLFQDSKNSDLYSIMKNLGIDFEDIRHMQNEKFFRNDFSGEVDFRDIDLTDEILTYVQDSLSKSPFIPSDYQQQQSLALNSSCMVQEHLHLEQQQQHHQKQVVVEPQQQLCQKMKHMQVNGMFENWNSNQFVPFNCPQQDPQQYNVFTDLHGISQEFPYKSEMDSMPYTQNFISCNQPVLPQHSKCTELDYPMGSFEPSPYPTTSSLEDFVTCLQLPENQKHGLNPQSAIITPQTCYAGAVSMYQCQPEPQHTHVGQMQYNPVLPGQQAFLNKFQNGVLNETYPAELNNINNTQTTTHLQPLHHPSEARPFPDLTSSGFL
Starred values were filed as active, the others as inactive; . = not tested or not shown.

SMILES	PP5 primary	procasp3 activ	TPT1 inhibitor	proCasp7 act	CTSL1 counter	HCV core dimer	PP1 inh	PAFAH2 FP inh	AHR act
Cc1ccc(S(=O)(=O)N2CC(C(=O)O)Oc3ccccc32)cc1 (stereo not given)	1.5	7.8	2.1	-6.8	-5.4	7.4	-0.1	6.7	1.2
COc1ccc(NC(=O)C2CCN(S(=O)(=O)c3ccc4[nH]c(=O)oc4c3)CC2)c(OC)c1	-1.2	9.5	-1.5	-1.3	1.2	3.8	-2.6	2.6	2.1
COc1ccc(C(=O)CSc2nnc(CNc3ccc(F)cc3)o2)cc1	0.9	7.2	-1.0	1.4	-4.0	-1.3	-4.7	-0.1	5.9
CC1CCCN(S(=O)(=O)c2ccc(C(=O)Nc3sc4c(c3C(N)=O)CCN(C)C4)cc2)C1 (stereo not given)	2.9	0.9	73.5*	-5.4	5.5	-6.5	-17.1	-7.6	8.9
O=C(c1ccco1)N1N=C(C2CCCCC2)CC1(O)C(F)(F)F (stereo not given)	0.0	4.5	-3.0	7.2	-1.4	2.8	0.6	-0.8	2.9
CNS(=O)(=O)c1cccc(C(=O)NCC(c2ccco2)N(C)C)c1 (stereo not given)	-9.7	0.6	0.7	-16.9	7.4	-8.9	2.0	16.8	-1.0
Cc1[nH]nc2ncc(C(=O)c3ccccc3O)cc12	0.2	-6.5	0.8	-2.8	0.8	4.2	13.5	-7.2	17.8
O=S(=O)(Cc1ccccc1)N1CCCC1	0.1	0.1	-0.6	1.2	-3.1	-0.2	1.2	6.3	-1.8
CCc1ccc(-n2c(=O)c3ccccc3n(CC(=O)C(C)(C)C)c2=O)cc1	1.6	6.0	-0.8	-0.3	-4.0	-1.2	0.8	-0.7	1.5
O=C(O)CCCN=C1CCCc2ccccc2N1	0.3	4.6	0.7	-6.2	0.3	-4.0	-1.7	7.8	0.9

Single records, as listed above. Order of screens: PP5 primary	procasp3 activ	TPT1 inhibitor	proCasp7 act	CTSL1 counter	HCV core dimer	PP1 inh	PAFAH2 FP inh	AHR act
Record of O=C(c1ccco1)N1N=C(C2CCCCC2)CC1(O)C(F)(F)F (stereo not given) : 0.0	4.5	-3.0	7.2	-1.4	2.8	0.6	-0.8	2.9
Record of CCc1ccc(-n2c(=O)c3ccccc3n(CC(=O)C(C)(C)C)c2=O)cc1 : 1.6	6.0	-0.8	-0.3	-4.0	-1.2	0.8	-0.7	1.5

Records listed so far printed as active in TPT1 inhibitor.
molecule	PP5 primary	procasp3 activ	TPT1 inhibitor	HCV core dimer	PAFAH2 FP inh	AHR act
CC1CCCN(S(=O)(=O)c2ccc(C(=O)Nc3sc4c(c3C(N)=O)CCN(C)C4)cc2)C1 (stereo not given)	2.9	0.9	73.5*	-6.5	-7.6	8.9

Going on with the list:
SMILES	PP5 primary	procasp3 activ	TPT1 inhibitor	proCasp7 act	CTSL1 counter	HCV core dimer	PP1 inh	PAFAH2 FP inh	AHR act
Cc1cc(OCCCC(=O)NCCc2ccccn2)ccc1Cl	3.3	3.3	-3.3	3.1	2.2	3.8	-1.6	5.2	-0.8
O=C(CCNS(=O)(=O)c1ccc(Br)s1)NCc1ccccc1	0.5	-1.4	-4.5	-1.6	0.0	-5.1	-1.5	3.9	-0.8
Nc1nc(C2CC2)c(Sc2sc(N)nc2C2CC2)s1	7.0	-20.7	-3.4	-6.5	0.8	-9.7	3.5	6.7	8.1
CN(CCC#N)C(=O)c1ccc(CNS(=O)(=O)c2ccc(F)cc2)cc1	-1.6	-2.2	0.6	0.1	-0.7	-4.1	-4.7	-5.5	-0.8
CC1Cc2ccccc2N1Cc1cc(=O)c(OCC(=O)Nc2ccccc2)co1 (stereo not given)	2.1	2.5	3.0	7.7	0.0	8.3	1.4	6.0	4.1
O=C(O)Cc1csc(-c2cccc(F)c2)n1	-0.4	8.5	-0.7	4.3	-3.2	-0.6	-2.4	-1.6	0.0
Cc1cccc(N2CCN(C(=O)c3nn(C)c4c3CS(=O)(=O)c3ccccc3-4)CC2C)c1 (stereo not given)	3.6	10.1	-0.7	-2.1	2.6	4.8	-0.5	3.9	2.2
O=C(CN1C(=O)C2CCCCC2C1=O)N1CCN(c2ccccc2)CC1 (stereo not given)	-2.4	3.2	-0.5	1.5	4.4	-6.5	-5.0	-0.9	0.5
CCC(=O)NC(C)C(c1cccs1)N1CCOCC1 (stereo not given)	-2.0	-3.6	5.0	0.0	1.6	-2.0	-0.1	-3.0	0.5
Cc1cc(C)n2nnnc2n1	-0.9	-3.3	-1.3	5.9	1.7	-3.0	-3.3	-1.9	0.3
COc1cccc2cc(C(=O)N3CCN(C/C=C/c4ccccc4)CC3)c(=O)oc12	2.3	-5.9	2.1	-3.6	-0.2	4.8	-2.7	-1.0	3.9
COc1cc(/C=C/C(=O)OCC(=O)NC2CCS(=O)(=O)C2)ccc1OC(F)F (stereo not given)	0.8	2.7	.	4.8	.	.	-8.6	3.7	1.2
CCC/C(O)=C1\C(=O)CCCC1=NCCc1c(C)[nH]c2ccccc12	-0.3	-3.2	-6.7	1.8	1.4	-0.6	-0.7	3.6	-2.5
CCOc1ccccc1C1CC(c2ccc(Cl)cc2)Nc2nc(N)nn21 (stereo not given)	0.7	3.2	-1.8	-0.9	4.0	1.4	-6.8	1.6	3.3
COc1cccc(NC(=O)C(C)N2C(=O)c3ccccc3C2=O)c1 (stereo not given)	0.3	-8.3	-2.0	-3.3	-2.2	-0.2	-1.1	-0.5	-0.3
CC1(C(=O)OCC(=O)N2c3ccccc3Sc3ccccc32)CC1(Cl)Cl (stereo not given)	0.9	1.1	-1.8	0.0	-0.1	6.0	0.9	-8.0	0.9
COCCCNC(=O)CC1C[C@H](C(=O)N2CCCCC2)[C@@]2(C)c3[nH]c4ccccc4c3CCN2C1=O (stereo not given in full)	.	0.7	.	8.9	.	.	.	-3.2	-0.1
CCCCNC(=O)O[C@H]1C[C@@H]2CCN3C(=O)CCC[C@H]([C@H]1CC)[C@H]23	1.4	3.2	-3.0	-4.3	-5.1	0.9	-0.7	-1.1	-1.2
Clc1cc2c(c(Cn3cnc4ccccc43)c1)OCOC2	-1.1	13.8	-2.4	-12.8	-2.6	12.0	-0.8	1.9	1.3
CC(C)(CO)Cc1cc(C(C)(C)C)c(O)c(C(C)(C)C)c1	6.6	-2.2	-1.0	-4.0	-4.5	-8.0	5.5	9.6	-0.9
COc1ccc(NC(=S)N2CCN(c3ccccc3)CC2)c(OC)c1	2.6	-12.1	0.4	-9.2	3.2	-2.8	0.1	10.3	-1.3
O=[N+]([O-])c1ncccc1Oc1nc(-c2cccnc2)nc2ccccc12	-0.1	0.6	0.3	5.2	8.7	3.9	0.9	-6.6	27.9
Cc1ccc(C(=O)NNC(=O)Cc2cccs2)cc1	-0.5	-1.3	-0.6	10.8	-1.0	5.8	-1.4	0.7	10.8
COc1ccc(-n2nc(C(=O)NCC(=O)N3CCN(Cc4ccccc4)CC3)c3ccccc3c2=O)cc1	3.6	-1.6	2.8	4.0	0.8	8.1	6.0	0.2	-2.7
Cc1ccc(S(=O)(=O)N2[C@@H](c3ccc(Cl)c(Cl)c3)C(C(=O)O)=C[C@H]2CC2CCCC2)cc1	.	0.7	.	2.8	.	.	.	-1.8	-0.6
CCc1cc2c(COC(=O)CCNS(=O)(=O)c3cccc(C(F)(F)F)c3)cc(=O)oc2cc1O	2.7	6.0	.	15.0	.	.	3.0	0.6	1.7
Cc1ccccc1-n1ncc2c1CC(C)(C)CC2NC(=O)c1ccncc1 (stereo not given)	-0.2	-2.8	-2.5	3.4	1.7	-0.4	-2.3	0.5	-2.8
Cc1ccc2[nH]c(=O)c(CN(C(=O)c3cccc([N+](=O)[O-])c3)C(C)(C)C)cc2c1	-2.1	1.6	1.2	10.2	8.5	-0.3	-5.2	-4.5	9.1
COc1cc(SC)ccc1C(=O)Nc1ccccc1	-0.9	-1.4	0.4	4.1	0.6	3.0	0.4	-4.5	11.8
O=C(Nc1ccccc1Cl)C1CCCN(S(=O)(=O)c2ccc(-n3cnnn3)cc2)C1 (stereo not given)	1.0	2.0	-0.1	2.0	1.0	3.9	5.6	-8.6	1.4
Cc1sc2ncn(CCC(=O)O)c(=O)c2c1C	1.7	-1.4	-2.4	10.3	-0.4	-7.5	3.0	-11.1	2.5
O=C(CS)Nc1ccc2ccccc2c1	-1.4	-3.6	0.4	-20.6	9.2	3.2	-1.6	2.2	7.9
Cc1ccc(CNC(=O)CS(=O)(=O)c2ccccc2)cc1	3.1	-1.5	-1.6	-7.8	-1.1	1.8	-7.5	-0.3	4.2
CC(=O)Nc1nc2ccccc2[nH]1	0.8	0.2	-3.9	3.9	-0.4	-1.5	-2.2	0.5	4.2
Nc1cc(-c2ccc(Br)cc2)nc2cc(-c3ccccc3)nn12	5.9	-15.6	-0.9	-12.6	-3.9	20.5	1.9	-5.2	2.6
C=CCn1c(SCC(=O)c2c(N)n(C)c(=O)n(C)c2=O)nc2sc(CC)cc2c1=O	0.5	4.6	-3.4	9.4	-2.1	-0.1	-2.9	4.0	0.1
CCOC(=O)C1=C(C)N=C2SC(C(=O)OC)=CC(=O)N2C1c1ccc(F)cc1 (stereo not given)	5.2	1.0	3.6	-7.5	-1.2	6.2	2.1	-10.6	43.0
Cc1ccc(S(=O)(=O)N(C(=O)c2ccncc2)c2ccc3oc4c(c3c2)CCCC4)cc1[N+](=O)[O-]	3.0	0.6	-1.5	-1.8	2.9	30.2	11.2	-5.2	1.8
Cc1cnc(C(=O)OCC(=O)N2CCC(C)CC2)cn1	.	1.2	.	2.1	.	.	.	-0.3	0.3
CC1(C)Cc2nc3sc4c(SCC(=O)NCc5ccccc5)ncnc4c3cc2CO1	0.4	2.7	-0.1	4.0	6.4	0.7	3.1	-4.2	2.5
COc1ccccc1CC(NC(C)=O)C(=O)NC1CCN(S(=O)(=O)c2ccc(NC(C)=O)cc2)CC1 (stereo not given)	2.5	-3.3	-0.6	3.1	-2.7	-9.0	1.5	6.2	-3.5
O=[N+]([O-])c1ccc(NC(=S)N2CCCC2)cc1	-0.1	14.1	-2.6	18.4	2.1	-12.1	1.2	3.6	0.7
COc1ccc(C(=O)C=CNNC(=O)c2ccc(Cl)cc2)cc1	2.2	-10.1	1.3	-16.5	1.4	-1.4	3.8	2.8	11.8
CC(C)CC(C(=O)NC1CCCC1)N(Cc1ccc2c(c1)OCO2)C(=O)c1snc(C(N)=O)c1N (stereo not given)	3.8	2.1	-1.2	-8.0	5.4	-0.3	-3.0	5.2	6.0
COc1cc(S(=O)(=O)Nc2cc(C)cc(C)c2)ccc1F	2.7	2.6	1.9	2.0	-0.3	-0.2	-2.2	-1.9	0.0
CN1CCN(CC(=O)NN(Cc2ccccc2)c2ccccc2)CC1	11.7*	-3.5	-1.0	-10.9	-0.5	-0.8	-2.2	8.1	-0.2
COc1ccc(-n2c(N)c(C(=O)NCc3cccnc3)sc2=S)cc1	0.8	-0.6	-1.5	-2.0	-1.1	-2.3	-2.3	-1.6	5.6
COC(=O)c1ccc(NC(=O)CSc2nnc(C)n2CC2CCCO2)cc1 (stereo not given)	2.2	6.5	-0.8	0.2	-2.5	9.8	-0.1	0.9	0.7
COC(=O)Nc1ccc(S(=O)(=O)NCc2ccccn2)cc1	-0.7	-0.3	-1.8	3.5	7.6	4.0	0.1	-1.5	1.1
